SKKanGAS inh: inhibitors of SKKanGAS S. pyogenes growth in kanamycin (SK-promoter or general growth effect); AID 1662; BacTiter-Glo, 6 h; hit rate 1.3% among 300,000; inhibition, % at 7.5 µM;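 active means mean replicate score, as percent of positive control median, at least 50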;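 further: strain carries kanamycin resistance gene driven by streptokinase promoter and grows in 40 µg/ml kanamycin; loss of luminescence reflects streptokinase promoter inhibition or plain growth inhibition; 0% = median of DMSO wells and 100% = positive control at its reference dose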
TRPC4 PAM: allosterically enhances the mouse TRPC4 cation channel; HEK293 TRPC4beta/mu-opioid, DAMGO EC20, Fluo-4 Ca2+ flux; active compounds read high; B-score at 10 µM; hit rate 0.42% among 310,000; AID 2227;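 active means B-score of calcium response area above 5 SD of library B-scores, with initial fluorescence ratio within 5 SD of library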;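 further: B-score of integrated fluorescence ratio over time as area under calcium response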
TRPC4 inh: blocks the mouse TRPC4 cation channel | Q9QUQ5 | B-score at 10 µM | HEK293 TRPC4beta/mu-opioid, DAMGO-evoked Fluo4 calcium flux; active compounds read low | AID 2247 | hit rate 0.39% among 300,000;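 active means B-score over 3 SD under the library average, no early fluorescence shift, positive overall ratio signal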
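Assay system: Stable TRPC4beta/mu-opioid receptor HEK293 cells | Reagent: DAMGO in two steps, submaximal then maximal | Compound dosing: Single concentration per test compound | Signal: Fluo4 Ca2+ flux fluorescence | Evaluation: Per-well B score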
TRPC6 act: activators of mouse TRPC6 channel | hit rate 0.13% among 310,000 | HEK293-TRPC6 membrane potential dye fluorescence; active compounds read high | Q61143 | B-score at 10 µM;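 active means B-score of the integrated fluorescence ratio above library mean plus 3 SD, and starting fluorescence ratio within library mean plus 5 SD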;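 further: higher score means more depolarization so channel activation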
TMEM16A inh: mouse TMEM16A channel inhibition, primary screen. HEK293 TMEM16A/YFP iodide influx fluorescence, ionomycin. hit rate 1.2% among 310,000. AID 588511. normalized B-score (activity score, 25-100; higher = stronger inhibition) at 10 µM. Q8BHY3;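 active means ratio plate-corrected score three or more library SD toward inhibition, starting fluorescence score within five deviations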;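 further: score derived from kinetic fluorescence span divided by baseline fluorescence per well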
Target sequence (Q8BHY3 whole entry, looked up): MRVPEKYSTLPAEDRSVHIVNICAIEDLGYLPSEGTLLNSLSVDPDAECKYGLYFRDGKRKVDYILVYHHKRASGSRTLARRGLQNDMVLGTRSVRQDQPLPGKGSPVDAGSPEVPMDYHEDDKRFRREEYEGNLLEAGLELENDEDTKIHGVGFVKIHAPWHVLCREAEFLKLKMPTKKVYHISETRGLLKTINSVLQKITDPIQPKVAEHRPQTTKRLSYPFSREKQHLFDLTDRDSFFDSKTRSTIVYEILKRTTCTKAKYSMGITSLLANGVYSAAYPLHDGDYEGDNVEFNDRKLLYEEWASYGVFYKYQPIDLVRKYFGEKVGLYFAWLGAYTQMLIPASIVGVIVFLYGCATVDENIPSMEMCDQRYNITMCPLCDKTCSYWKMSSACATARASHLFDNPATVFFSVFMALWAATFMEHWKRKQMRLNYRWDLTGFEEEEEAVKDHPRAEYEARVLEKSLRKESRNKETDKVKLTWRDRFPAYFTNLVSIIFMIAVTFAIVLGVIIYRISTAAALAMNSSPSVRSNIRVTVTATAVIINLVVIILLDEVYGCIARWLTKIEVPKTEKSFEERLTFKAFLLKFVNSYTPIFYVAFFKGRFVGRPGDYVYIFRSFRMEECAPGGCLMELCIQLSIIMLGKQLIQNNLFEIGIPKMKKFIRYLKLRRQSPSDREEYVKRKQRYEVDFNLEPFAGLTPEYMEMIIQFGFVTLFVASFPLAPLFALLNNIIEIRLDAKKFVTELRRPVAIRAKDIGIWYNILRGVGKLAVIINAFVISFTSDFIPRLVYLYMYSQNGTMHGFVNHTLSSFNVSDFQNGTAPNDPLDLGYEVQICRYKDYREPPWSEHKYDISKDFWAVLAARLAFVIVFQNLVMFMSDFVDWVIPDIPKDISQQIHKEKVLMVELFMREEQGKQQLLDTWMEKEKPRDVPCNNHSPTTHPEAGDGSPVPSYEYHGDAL
MrgX1 antagonist: blocks BAM8-22 activation of human MrgX1 receptor; AID 588676; Q96LB2; B-score at 10 µM; MRGX1-HEK293 calcium flux, Fluo-4, BAM8-22 antagonism; active compounds read low; hit rate 1.3% among 310,000;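 active means calcium-response B-score plate-corrected more than 3 library SD below zero, starting fluorescence within 5 deviations, no agonist response on first addition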;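 further: peak minus trough fluorescence over baseline after final BAM8-22 challenge near maximal dose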
TRPC4 act: opens the mouse TRPC4 cation channel. HEK293 TRPC4beta/mu-opioid, Fluo4 calcium fluorescence; active compounds read high. B-score at 10 µM. Q9QUQ5. hit rate 0.49% among 310,000;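 active means B-score above 5 SD of library B-scores, and initial fluorescence ratio not above library mean plus 5 SD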;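 further: positive B-score marks a calcium rise read as TRPC4 activation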
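Technique: kinetic Fluo4 calcium fluorescence; Test system: TRPC4beta and mu-opioid receptor HEK293 stable cells; Measure: B-scored integrated calcium fluorescence ratio; Benchmarks: low control buffer alone, high control maximal DAMGO; Schedule: 45 min room-temperature Fluo4 loading, 110 s read.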
TRPC6 inh: mouse TRPC6 channel inhibition. hit rate 1.1% among 310,000. Q61143. HEK293-TRPC6, membrane potential dye, ACh-evoked depolarization; active compounds read low. AID 2553. B-score at 10 µM;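 active means B-score under library mean minus 3 SD, initial fluorescence not abnormally high, positive integrated signal ratio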;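 further: B-score derived from integrated fluorescence ratio over the kinetic read; more negative B-score means stronger inhibition of depolarization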
ANO1 activ: activators or potentiators of mouse TMEM16A chloride channel; hit rate 0.3% among 340,000; HEK293 TMEM16A/YFP-H148Q/I152L, iodide quench fluorescence; active compounds read low; AID 623877; B-score at 10 µM;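 active means fluorescence-ratio B-score plate-corrected deviation score at least 3 library SD below zero, with starting fluorescence score within 5 deviations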;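 further: channel opened by trigger with iodide after compound preincubation; score built on the fluorescence ratio of max minus min over baseline; more negative score means more quench and so TMEM16A activation or potentiation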
MrgX1 ag: agonists of human MrgX1 receptor; MrgX1-HEK293 cells, Fluo-4 calcium fluorescence, agonist mode; active compounds read high; B-score at 10 µM; Q96LB2; hit rate 0.44% among 310,000;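 active means calcium response B-score plate-corrected fluorescence ratio at least 3 library SD, with starting fluorescence B-score inside 5 SD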
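System: HEK293 cells stably expressing human MrgX1 receptor; Dosing: test compound in the initial addition of three; Schedule: overnight plating, then 30 min 37 °C plus 30 min room-temperature dye loading; Detection: kinetic calcium dye fluorescence, Fluo-4 NW; Controls: per-plate positive and negative controls for Z′ factor.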
MrgX1 PAM: human MrgX1 positive allosteric modulation, primary screen. MrgX1-HEK293, Fluo-4 calcium flux, FDSS; active compounds read high. B-score at 10 µM. hit rate 0.63% among 310,000. AID 588675;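 active means plate-corrected calcium response at least 3 library SD above typical, normal starting fluorescence, not activating the receptor alone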;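 further: compound read alongside a low EC10 to EC30 dose of BAM8-22 agonist; peak minus trough fluorescence over baseline measured at the second addition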
Active calls of the source: *; i = inactive; nt = no result given. Not a hit list; any-hit rate near 6.7%.

molecule	TRPC4 PAM	ANO1 activ	TRPC6 act	MrgX1 PAM	TRPC6 inh	TRPC4 act	MrgX1 ag	TMEM16A inh	TRPC4 inh	SKKanGAS inh	MrgX1 antagonist
CC(C(=O)NN=C(c1ccccc1)c1ccccc1)N1CCCC1 (stereo not given)	i	i	i	i	i	i	i	i	i	1.3	i
CN(C)c1ccc(C(=O)OCC(=O)N2CCCC2)cc1	i	i	i	i	i	i	i	i	i	-3.0	i
COC(=O)c1ccc(NC(=O)c2cn(-c3ccccc3)nc2-c2ccncc2)cc1	i	i	i	i	i	i	i	i	i	7.7	i
C=C(C)COc1ccc(-c2[nH]ncc2Oc2cccc(OC)c2)c(O)c1	i	i	i	i	i	i	i	i	i	75.7*	i
O=C(Nc1ccccc1)C1=C[C@@H](c2ccc(C(F)(F)F)cc2)C[C@@H](OCCCCO)O1	i	i	i	i	i	i	i	i	i	8.7	i
Cc1cccc(CN2CCN(CC(=O)NCCCN3CCN(c4ccc(F)cc4)CC3)C2=O)c1	i	i	i	i	i	i	i	i	i	5.0	i
COC(=O)Cc1ccc(NC(=O)c2ccccc2Br)cc1	i	i	i	i	i	i	i	i	i	6.2	i
O=C(NCc1ccco1)/C(=C/c1cccnc1)NC(=O)c1cccc(Br)c1	i	i	i	i	i	i	i	i	i	-18.1	i
Cc1ccc(S(=O)(=O)C(c2ccccc2)c2c(C)noc2C)cc1 (stereo not given)	i	i	i	i	i	i	i	i	i	2.7	i
COc1ccc(N2CCN(C3CCCN(C(=O)C4=C(C)OCCO4)C3)CC2)cc1 (stereo not given)	i	i	i	i	i	i	i	i	i	-1.9	i
CCN(CC)c1ccc(NC(=O)c2ccc(Br)o2)c(C)c1	i	i	i	i	i	i	i	i	i	9.3	i
Cc1cc(Cl)ccc1OCCCC(=O)Nc1ccc(S(=O)(=O)Nc2ncccn2)cc1	i	i	i	i	i	i	i	i	i	14.4	i
CCCCN(C)C(=O)Cn1c(=O)oc2cc(S(=O)(=O)N3CC(C)CC(C)C3)ccc21 (stereo not given)	i	i	i	i	i	i	i	i	i	1.0	i
N/C(Cc1ccc([N+](=O)[O-])cc1)=N\OC(=O)c1ccc(Br)cc1	i	i	i	i	i	i	i	i	i	-4.5	i
CC(C)c1cn(C2OC(COC(=O)c3ccccc3)C(OC(=O)c3ccccc3)C2OC(=O)c2ccccc2)c(=O)[nH]c1=O (stereo not given)	i	i	i	i	i	i	i	i	nt	23.6	i
COc1cccc(C2=NC(C)(C)NC(c3ccccc3O)C2)c1 (stereo not given)	i	i	i	i	i	i	i	i	i	5.8	i
COCCSc1nnc(NC(=O)CSc2ccccc2)s1	i	i	i	i	i	i	i	i	i	2.1	i
CCOC(=O)C1CCCCN1C(=O)CCc1c(C)nc2ncnn2c1C (stereo not given)	i	i	i	i	i	i	i	i	i	-5.1	i
O=C(/C=C/c1ccccc1)NC(=S)Nc1ccc(N2CCOCC2)cc1	i	i	i	i	i	i	i	i	i	-4.6	i
O=c1[nH]c(NCc2ccccc2)nc2c1CCC2	i	i	i	i	i	i	i	i	i	1.8	i
Cc1cc(Br)ccc1OCC(=O)NNC(=O)c1cnccn1	i	i	i	i	i	i	i	i	i	-12.4	i
CS(=O)(=O)N1N=C(c2ccco2)CC1c1ccc(Cl)cc1 (stereo not given)	i	i	i	i	i	i	i	i	i	-5.4	i
CSc1ccc(C(=O)NCC(c2ccco2)N(C)C)cc1[N+](=O)[O-] (stereo not given)	i	i	i	i	i	293*	i	i	i	11.5	i
COc1cc(C(=O)NCC(c2ccco2)N2CCc3ccccc3C2)cc(OC)c1OC (stereo not given)	i	i	i	i	i	i	i	i	i	-7.4	i
O=C(NC(=O)c1ccccc1)Nc1ccc(-c2cnco2)cc1	i	i	i	i	i	i	i	i	i	11.9	i
CCOC(=O)/C=C/C(=O)Nc1ccc(S(=O)(=O)Nc2nccs2)cc1	i	i	i	i	i	i	i	i	i	1.6	i
COc1ccc(Cl)cc1NC(=O)C1CC(c2c(F)cccc2Cl)=NO1 (stereo not given)	i	i	i	i	i	i	i	i	i	35.5	i
CCC(=O)NC(/C=C/c1ccccc1)c1cc([N+](=O)[O-])c2cccnc2c1O (stereo not given)	i	nt	i	i	i	i	i	i	i	41.3	i
Cc1ccc(C(=O)N/N=C\c2cc3c(cc2Br)OCO3)cn1	i	i	i	i	i	i	i	i	i	-5.7	i
CCN(C(=O)CCS(=O)(=O)c1cccc2nonc12)c1ccc(F)cc1	i	i	i	i	i	i	i	i	i	-3.1	i
C/C(=N\NC(=S)NCc1ccccc1)c1ccc2c(c1)OCCO2	i	i	i	i	i	i	i	25*	i	-1.7	i
COc1ccc(N2CCN(C(=O)COC(=O)c3oc4ccc(OC)cc4c3C)CC2)cc1	i	i	i	i	i	i	i	i	i	17.8	i
COc1ccc(C(=O)NCCc2cccc(Cl)c2)cc1OC1CCN(C(C)=O)CC1	i	i	i	i	i	i	i	i	i	12.9	i
O=[N+]([O-])c1nn(-c2ccc3c(c2)OCCO3)n(O)c1=NC1CCCCC1	i	i	i	i	i	i	i	i	i	2.4	i
CC(C)(C)NC(=O)CSc1nnc(Cc2ccccc2)n1CC1CCCO1 (stereo not given)	i	i	i	i	i	i	i	i	i	-0.6	i
OCCC1CN(Cc2cnc(-c3ccc(Cl)cc3)nc2)CCN1C1CCCC1 (stereo not given)	i	i	i	i	i	i	i	i	i	0.1	i
O=C(COc1ccc(Cl)cc1Cl)Nc1ccccc1F	i	i	i	i	i	i	i	i	i	-4.0	i
CC(=O)c1cccc(NC(=O)c2ccc3c(c2)OCO3)c1	i	i	i	i	i	i	i	i	i	-3.1	i
O=C(N/N=C/c1cc(Br)c(O)c(Br)c1)c1cccc(C(F)(F)F)c1	i	i	i	i	i	i	i	i	i	9.9	i
COc1cc(C(=O)N/C(=C/c2ccc(F)cc2)C(=O)NC(C(=O)O)c2ccccc2)cc(OC)c1OC (stereo not given)	i	i	i	i	i	i	i	i	i	-4.1	i
Cc1csc(=O)n1CC(=O)OCC(=O)c1ccc(Br)cc1	i	i	i	i	i	i	i	i	i	-10.0	i
C=CCn1c(SCC(=O)Nc2ccc(N3CCOCC3)cc2)nnc1-c1ccncc1	i	i	i	i	i	i	i	i	i	-6.7	i
CCN(CC)C(=O)c1cc2c(=O)c3cc(F)ccc3oc2nc1C	i	i	i	i	i	i	i	i	i	8.9	i
COc1ccc(C(=O)n2nc(-c3ccc(C)cc3)nc2N)cc1OC	i	i	i	i	i	i	i	i	i	0.3	i
Cc1ccccc1-c1nc(CS(=O)(=O)CC(=O)N2CCc3ccccc32)c(C)o1	i	i	i	i	i	i	i	i	i	-9.3	i
COC(=O)c1cn(C(=O)c2cccs2)c2ccccc12	nt	i	nt	i	nt	nt	i	i	nt	nt	i
CSc1nc(-c2ccccc2)nc(N2CCOCC2)c1C(C)=O	i	i	i	i	i	i	i	i	i	7.3	i
CCn1ncc(NC(=S)NCCc2ccc(OC)c(OC)c2)c1C(N)=O	i	i	i	i	i	i	i	i	i	1.4	i
CCc1ccc(NC(=O)Cn2cccc2)cc1	i	i	i	i	i	i	i	i	i	7.2	i
Cc1ccc2cc(C)c3nnc(SCC(=O)N4CCN(C(=O)c5ccco5)CC4)n3c2c1	i	i	i	i	i	i	i	i	i	-12.8	i
Nc1c(N2CCN(c3ccccc3)CC2)c2ccccc2oc1=O	i	i	i	i	i	i	i	i	i	-7.4	i
Cc1cc([N+](=O)[O-])nn1CCCC(=O)Nc1ccc(Cl)cc1Cl	i	i	i	i	i	i	i	i	i	-1.2	i
COc1ccc(CN2CCN(Cc3cccc4nonc34)CC2CCO)c(C)c1C (stereo not given)	i	i	i	i	i	i	i	i	i	14.4	i
O=C(N/N=C/c1cccc([N+](=O)[O-])c1)c1c[nH]c2ccccc12	i	i	i	i	i	i	i	i	i	3.6	i
COc1ccccc1CNC(=S)NC1CCCCC1	i	i	i	i	i	i	i	i	i	0.4	i
Cc1ccc2c(C(=O)CN3CCCC(C)C3)c(C)[nH]c2c1 (stereo not given)	i	i	i	i	i	i	i	i	i	-3.7	i
Cc1[nH]n(-c2ccccc2)c(=O)c1C(=O)Nc1ccccc1	i	i	i	i	i	i	i	i	i	-10.2	i
O=S(=O)(/N=C(/Nc1ccccc1F)c1ccccc1)c1ccccc1	i	i	i	i	i	i	i	i	i	-4.4	i
Cc1ccc(C2/C(=C(\O)c3ccc4c(c3)OCCO4)C(=O)C(=O)N2Cc2cccnc2)cc1 (stereo not given)	i	i	i	i	i	i	i	i	i	6.8	i
CCCc1nc(SCC(=O)N2CCCC2)c2ccccc2n1	i	i	i	i	i	i	i	i	i	2.4	i

(list continues)
molecule	TRPC4 PAM	ANO1 activ	TRPC6 act	MrgX1 PAM	TRPC6 inh	TRPC4 act	MrgX1 ag	TMEM16A inh	TRPC4 inh	SKKanGAS inh	MrgX1 antagonist
CC(C)N(Cc1nc(-c2ccccc2)no1)C(=O)CN1C(=O)c2ccccc2C1=O	i	i	i	i	i	i	i	i	nt	-7.2	i
C=CCNc1nc(N)c([N+](=O)[O-])c(N2CCCCCC2)n1	i	i	i	i	i	i	i	i	i	20.8	i
COc1cccc(C(=O)Nc2ccccc2C(=O)NC2CC2)c1	i	i	i	i	i	i	i	i	i	-1.1	i
O=C(COc1ccc(-n2ccnc2)cc1)Nc1cccc(Cl)c1	i	i	i	i	i	i	i	25*	i	-6.4	i
O=C(N/N=C1/CCCc2ccccc21)c1cc([N+](=O)[O-])cc([N+](=O)[O-])c1	i	nt	i	i	i	i	i	i	i	5.7	i
COc1ccc(/C=N/OCC(=O)NC(c2ccccc2)c2ccccc2)c(OC)c1	i	i	i	i	i	i	i	i	i	-0.9	i

Screening results: PubChem, several laboratories
